Cneo AK release: Cryptococcus neoformans cell lysis inducers, primary screen, AK release luminescence, single concentration. lysis activity, % at 15 µM. C. neoformans lysis, adenylate kinase release luminescence, 4 h; normalised: neutral wells 0, clomiphene wells 100. hit rate 0.2% among 360,000. AID 651654, 2012;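 active = mean lysis activity across replicates of at least 80%, whatever share of replicates individually reach that level; inactive = mean lysis activity below 80%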
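Signal: Adenylate kinase release luminescence | Assay system: Log-phase Cryptococcus neoformans yeast cells | Input: Cells at 5 × 10^6 per mL | Buffer or medium: Fresh YPD growth medium | Compound: Single dose | Schedule: Static 4 h at 37 °C with compound, 1 h detection | Controls: Clomiphene | Read-out: Luminescence rise reflecting yeast cell lysis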
Xi reactivation: activators of inactive X chromosome reactivation, primary screen, imaging, XiGFP fibroblasts, GFP high-content imaging, set 2; XiGFP mouse fibroblasts, % GFP-positive cells imaging, 3 d; cells co-treated with 5-aza-dC sensitizer; scaled so ellipticine positive control = 100%; hit rate 0.055% among 360,000; activation, % at 7.58 µM;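 active = mean normalized replicate activation at least 10% and every replicate at or above 10%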;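 note: 0% = median of on-plate neutral control wells and 100% = ellipticine 6 µM median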
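Assay system: SV40-immortalized XiGFP fibroblast cells, line 68-5-11; buffer or medium: DMEM plus 5-aza-dC sensitizer; compound: one concentration, pinned; timing: compounds 3 days, fix/stain 15 min at room temperature; benchmarks: positive control ellipticine, 6 µM final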
Statin myotox sup: suppressors of statin myotoxicity in C2C12 myotubes, primary screen, cell-based, single point, plate reader; C2C12 myotubes + simvastatin, ATP luminescence, 48 h; scaled: DMSO 0, geranylgeraniol control 100; rescue of ATP level, % at 7.49 µM; hit rate 0.78% among 330,000; AID 602340, 2012;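 active = mean ATP rescue above about 67%, or every replicate alone reaching that limit, limit read from the data, passing the limit was not always enough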;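 note: myotubes were challenged with 10 µM simvastatin during compound exposure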
PGC1a acetyl inh: inhibitors of PGC1a acetylation signal, primary screen, cell-based, U2OS, AlphaScreen, inhibitor mode. AlphaScreen anti-acetyl-lysine; with virally co-expressed GCN5 acetyltransferase. inhibition, % at 15.6 µM. hit rate 0.17% among 350,000. AID 651687, 2012;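 active = every replicate shows inhibition of at least 40%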;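 note: 0% = neutral control wells and 100% = positive control wells; some results beyond the cut were filed as inactive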
S100A4 MyoIIA: inhibitors of S100A4-myosin IIA peptide binding, primary screen, biochemical, fluorescence polarization, TAMRA-MyoIIA peptide. inhibition, % at 10.7 µM. hit rate 0.14% among 360,000. AID 652163, 2013;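 active = mean inhibition of at least 70% across replicates, with every replicate also reaching that level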
Target sequence (P26447 whole entry, looked up): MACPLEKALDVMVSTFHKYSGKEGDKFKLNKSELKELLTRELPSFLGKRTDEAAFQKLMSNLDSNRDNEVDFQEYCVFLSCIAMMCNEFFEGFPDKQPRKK
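incubation = readout 5 min after mixing, signal stable up to 60 min | system = S100A4 monomer protein | buffer or medium = HEPES pH 7.2 with CaCl2, KCl, NaCl, DTT, Triton | benchmarks = neutral control DMSO, positive control TFP | also added = fluorescent myosin IIA peptide, 5 nM | compound dosing = one concentration per compound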
ERAP1 inh: human ERAP1 aminopeptidase inhibitors, primary screen, biochemical, single point, plate reader; inhibition, % at 10.7 µM; Endoplasmic reticulum aminopeptidase 1 (Homo sapiens), Q9NZ08; hit rate 0.15% among 340,000; recombinant ERAP1, Leu-AMC fluorescence, 60 min;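 active = mean replicate inhibition of at least 30%, or all replicates individually reaching that 30% level; inactive = mean below 30% and not every replicate reaching it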;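 note: 0% = neutral control wells and 100% = L-leucinethiol positive control wells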
Target sequence (Q9NZ08 whole entry, looked up): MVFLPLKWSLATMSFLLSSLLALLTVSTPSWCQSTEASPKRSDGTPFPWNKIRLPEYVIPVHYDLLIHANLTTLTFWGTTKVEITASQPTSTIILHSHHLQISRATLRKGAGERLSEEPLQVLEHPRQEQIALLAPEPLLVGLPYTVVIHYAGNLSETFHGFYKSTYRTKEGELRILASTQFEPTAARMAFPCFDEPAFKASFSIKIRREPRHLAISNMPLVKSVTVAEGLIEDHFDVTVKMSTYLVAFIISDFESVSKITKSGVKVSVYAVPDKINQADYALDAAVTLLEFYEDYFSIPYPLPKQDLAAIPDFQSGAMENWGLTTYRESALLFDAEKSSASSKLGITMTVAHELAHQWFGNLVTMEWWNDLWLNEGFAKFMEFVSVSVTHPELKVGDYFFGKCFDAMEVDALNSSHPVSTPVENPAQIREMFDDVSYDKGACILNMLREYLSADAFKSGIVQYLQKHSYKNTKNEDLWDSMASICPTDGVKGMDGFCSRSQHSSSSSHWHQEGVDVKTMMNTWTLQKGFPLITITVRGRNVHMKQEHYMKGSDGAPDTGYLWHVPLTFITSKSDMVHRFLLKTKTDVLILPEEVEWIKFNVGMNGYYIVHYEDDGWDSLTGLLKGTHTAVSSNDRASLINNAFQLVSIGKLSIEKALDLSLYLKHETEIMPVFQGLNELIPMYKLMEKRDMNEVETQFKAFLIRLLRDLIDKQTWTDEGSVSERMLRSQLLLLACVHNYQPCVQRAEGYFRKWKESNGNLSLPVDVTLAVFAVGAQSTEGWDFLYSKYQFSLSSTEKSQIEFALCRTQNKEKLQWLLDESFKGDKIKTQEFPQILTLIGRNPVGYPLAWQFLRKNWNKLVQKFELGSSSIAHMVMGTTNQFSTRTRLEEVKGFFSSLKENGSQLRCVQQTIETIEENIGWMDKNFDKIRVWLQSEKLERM
SIRT5 inh: SIRT5 desuccinylase inhibitors, primary screen, biochemical, fluorescence imaging, single point, set 5. AID 652115, 2013. NAD-dependent protein deacylase sirtuin-5, mitochondrial (Homo sapiens), Q9NXA8. Purified SirT5, succinyl-peptide AMC, trypsin-coupled fluorescence. hit rate 1.1% among 330,000. inhibition, % at 15 µM; in the data active = inhibition above about 15%
LGR2 inh: inhibitors of bursicon-induced LGR2 CRE-luciferase signal, primary screen, cell-based, HEK293, CRE-luciferase reporter, bursicon stimulation; Drosophila bursicon receptor LGR2 (rickets); bursicon-stimulated, 4 h; inhibition, % at 9.99 µM; hit rate 0.35% among 380,000; AID 720647, 2013;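 active = drop in luminescence signal, shown as inhibition above about 50% in the replicate tests, limit read from the data, passing the limit was not always enough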;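 note: agonist challenge used bursicon conditioned medium at about half maximal strength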
Numbers without * were called inactive; . = no result given; & = joins results of further samples.

SMILES	Cneo AK release	Xi reactivation	Statin myotox sup	PGC1a acetyl inh	S100A4 MyoIIA	ERAP1 inh	SIRT5 inh	LGR2 inh
O=C(OCc1ccccc1)N1CCC2CC1c1cc(N3CCN(S(=O)(=O)c4cccc5ccccc45)CC3)ccc12 (stereo unspecified)	0	0.1	-13	-8	-1	.	2	-10
O=C(c1cc(=O)c2cc(Cl)ccc2o1)N1CCN(Cc2ccccc2)CC1	0	0.1	18	.	-5	-8	-3	11
CCN(CC)CCOC(=O)c1ccccc1Br	.	0.0	.	8	-4	0	7	14
CC(C)NC(=O)C1(C)CN(S(C)(=O)=O)CC(=O)N1Cc1ccco1 (stereo unspecified)	.	-0.1	.	.	2	2	1	11
Cc1ccc(-c2cc(C(=O)NCCN3CCOCC3)c3ccccc3n2)o1	-4	0.0	1	.	7	-4	-7	-10
Nc1nc(-c2ccccc2)c(CC(=O)O)s1	-1	0.0	-2	2	2	-2	0	-5
O=C(NCC1CC1)c1cc([N+](=O)[O-])cc([N+](=O)[O-])c1	.	0.0	9	.	3	-3	-2	-3
CCN1C[C@@H]2[C@@H]3C(=O)N(C)C(=O)[C@@H]3[C@](C)(C1=O)N2C(=O)c1ccc(F)cc1	-1	0.0	2	.	1	4	0	6
CCCNC(=O)N1C[C@@H](O)COC[C@H]2O[C@H](CC(=O)NCc3ccc(Cl)c(Cl)c3)CC[C@@H]21	1	0.0	-20	-1	-5	0	-9	17
COc1ccc(C2C(C#N)=C(N)Oc3cccc(O)c32)cc1 (stereo unspecified)	2	0.0	9	14	-7	-15	2	-13
Cc1ccccc1CSCCNC(=O)CCSc1ccccc1	7	.	1	.	-3	-3	-9	-6
Cc1cccc(CN(C)C[C@H]2OCc3cn(nn3)CCCC(=O)N([C@@H](C)CO)C[C@@H]2C)c1	11	-0.2	-1	-2	0	-2	-7	0
O=C(/C=C/c1ccc([N+](=O)[O-])cc1)NCc1ccc2c(c1)OCO2	.	0.0	.	.	-4	0	-3	-6
O=C(C1CC(=O)N(c2ccc3c(c2)OCCO3)C1)N1CCN(Cc2ccccc2F)CC1 (stereo unspecified)	3	0.0	7	5	11	-4	0	-35
COc1cccc(C2=CC(=O)CC(C)(C)C2)c1	3	0.0	15	.	8	1	-1	-13
COc1ccccc1-n1nc(C)c(-c2ccccc2)c1N	.	-0.1	.	6	1	-3	3	15
O=C(NCc1ccco1)Nc1ccc(OC(F)(F)F)cc1	-1	0.0	-46	3	-2	5	2	-10
CCC(=O)Nc1ccc2c(c1)C(=O)N(C)[C@@H]1CC[C@H](CC(=O)NCCN3CCCCC3)O[C@@H]1CO2	0	0.2	18	-7	-14	-2	-3	4
Cc1cc(C)c(OCCN(C)C)c(Cl)c1	.	-0.1	.	1	17	6	1	4
CC1(C)NC(=O)N(CC(=O)OCC(=O)N2CCN(S(=O)(=O)c3ccccc3)CC2)C1=O	-1	0.2	6	4	-10	0	-5	11
COc1ccc([C@H]2CC(=O)C=C(c3cc(C)ccc3F)C2)cc1	-1	0.1	-1	.	-1	0	-4	11
O=S(=O)(c1ccccc1)c1nc(Nc2cccc(O)c2)sc1Cl	-1	0.2	2	-4	.	.	.	-5
CN(c1ccccc1C(=O)Nc1cccc(Br)c1)S(=O)(=O)c1ccccc1	0	0.1	19	.	1	-4	-2	20
Cc1cc(Nc2ccc(C)c(C)c2)n2ncnc2n1	-1	0.6	5	1	-7	3	.	-10
COCCN=c1scc(-c2cc(OC)ccc2OC)n1/N=C/c1c[nH]c2ccccc12	-13	0.2	.	-8	9	5	2	3
CCO[C@H]1OC(C(=O)N2CCN(Cc3ccc4c(c3)OCO4)CC2)=C[C@@H](C2CC2)[C@@H]1CCCO	-1	-0.3	-5	.	3	.	.	12
CN(C)CCCNC(=O)C[C@H]1CC[C@H]2[C@@H](COC[C@H](O)CN2S(=O)(=O)c2ccc(F)cc2)O1	1	0.1	-2	0	10	0	22*	-10
CN(C)CCCN1c2ccc3ccccc3c2Sc2cccc(Cl)c21	.	0.3	.	-3	-2	0	1	4
Cc1ccc(-c2c[n+](CC(=O)Nc3ccccc3)c3n2CCC3)cc1	-3	0.0	5	43*	-1	3	0	-7
COc1cccc(C(=O)Oc2cc(C)[nH]c(=O)c2[N+](=O)[O-])c1OC	0	0.4	8	16	1	-1	0	5
CCOc1ccc(CN2CCNC(=O)C2CC(=O)NCCc2cnccn2)cc1 (stereo unspecified)	2	0.0	1	-5	3	0	-3	-8
CN(CCCC(=O)NCc1ccco1)S(=O)(=O)c1ccccc1	.	.	4	9	4	0	0	1
CN1C(=O)c2cc(NC(=O)c3ccc(F)c(F)c3)ccc2OC[C@H]2O[C@@H](CC(=O)N3CCCCC3)CC[C@H]21	-2	0.1	7	-8	-6	-1	3	-17
CO[C@@H]1CN(C)C(=O)c2cc(NC(=O)NC(C)C)ccc2OC[C@H](C)N(C)C[C@@H]1C	1	0.2	-1	-7	-3	0	-1	-12
CN(C)Cc1c(C(=O)N/N=C/c2ccncc2)nnn1-c1nonc1N	1	0.0	5	-11	-3	-2	-3	-5
O=C(Nc1ccccc1)N1CCCCN2[C@H](C1)[C@H](c1ccc(C#Cc3ccccc3)cc1)[C@@H]2CO	-3	-0.1	.	-7	0	7	1	22
CSc1ccc(/C=C2\C(=N)N3N=C(CC(=O)N4CCOCC4)SC3=NC2=O)cc1	-2	-0.1	14	2	-4	0	-8	-8
C[C@@H]1CCCCO[C@H](CN(C)C(=O)Nc2ccccc2)[C@@H](C)CN([C@H](C)CO)C(=O)c2cc(NS(=O)(=O)c3cn(C)cn3)ccc2O1	3&-6	0.2	-2	8&3	-7&-18	-2	-1&-7	6
COC(=O)c1cc2c(c3c4cc(F)ccc4n(S(=O)(=O)c4ccc(C)cc4)c13)C(=O)N(C)C2	.	1.2	.	.	-2	-6	.	0
C[C@@H]1CN([C@H](C)CO)C(=O)c2cc(Br)cnc2O[C@@H]1CN(C)CC1CCCC1	-8	-1.0	-21	1	-8	-1	-3	-6
COCC(=O)N(C)C[C@@H]1Oc2cc(-c3ccc(F)cc3)ccc2S(=O)(=O)N([C@H](C)CO)C[C@H]1C	-2&1&-2	0.0	-10&-1&18	4&-9&2	23&-14&5	15&0&2	4&-7&2	-1&4
COc1cc(C(C(=O)NCc2ccccc2)N(C(=O)c2snc(C(N)=O)c2N)C2CCCC2)cc(OC)c1OC (stereo unspecified)	-2	0.0	1	-25	-4	-3	-10	4
CCc1ccc(Oc2ncnc(N)c2[N+](=O)[O-])cc1	.	0.0	.	-3	-4	3	-10	7
COC(=O)C(CC#Cc1ccc2c(c1)[C@]1(C(=O)N2)[C@H](C(=O)NC[C@H](O)c2ccccc2)[C@H]2C(=O)O[C@H](c3ccccc3)[C@H](c3ccccc3)N2[C@@H]1c1ccccc1OCCO)C(=O)OC	-4	.	.	.	-4	-2	19*	.
Cc1cc(=O)[nH]c2ccc(Cc3ccccc3)cc12	.	0.1	2	-4	0	2	.	-4
COc1cccc(-c2c(C(=O)N/N=C(\C)COc3ccccc3)nnn2-c2nonc2N)c1	-1	0.0	5	-2	-3	-4	-2	-19
C[C@H](CO)N1C[C@H](C)[C@@H](CN(C)C(=O)Nc2ccccc2)Oc2c(NS(=O)(=O)c3ccc(F)cc3)cccc2C1=O	-2&2	-0.8&0.0	8&7	1&5	1&-1	-2&4	1&5	12&-18
CCNC(=O)C1(C)CCN(C(=O)c2cccc(OC(F)(F)F)c2)C1 (stereo unspecified)	2	0.0	-3	-1	-1	4	0	-17
Cc1cc(-c2cc(NC(=O)Cc3c[nH]c4ccccc34)ccc2N(C)c2cccnc2)ccc1F	.	0.2	.	.	-3	-2	.	-7
Cc1c(CCC(=O)O)c(=O)oc2cc(OCc3ccc(Br)cc3)ccc12	0	0.3	-1	0	-12	-2	4	-1
COc1ccc(C2=NC(C)(C)Cc3cc(OC)c(OC)cc32)cc1	.	0.0	-6	.	-5	4	7	-15
O=C(Nc1ccccc1C(F)(F)F)NC1CCCCC1	7	.	1	4	-4	1	0	11
CN(C)C(=O)c1cccc(-c2ccc([C@H]3[C@@H](CO)N(C(=O)C4CCC4)[C@H]3C#N)cc2)c1	-1	0.0	12	-3	-3	0	-3	11
O=C1/C(=C\c2ccccc2)CN(C(=O)CCN2CCCCC2)C/C1=C/c1ccccc1	.	-0.1	.	.	-3	1	-2	104*
O=C(C[C@@H]1CC[C@@H]2[C@H](COC[C@@H](O)CN2S(=O)(=O)c2ccccc2)O1)Nc1ccccc1	1	0.2	11	6	1	-2	0	-22
COCCNC(=O)C1(C)CCCN(C(=O)CCc2ccccc2)C1 (stereo unspecified)	-1	0.0	-1	4	0	5	.	27
O=C(NCCCN1CCCC1=O)c1ccc2c(c1)ncn2C1CCCCC1	-2	0.1	-20	11	-2	0	-3	6
CCOc1ccc(OCC)c(S(=O)(=O)NCCOC23CC4CC(CC(C4)C2)C3)c1	.	0.0	.	.	-2	0	-2	.
CCn1c(C)cc(/C=C2/SC(=S)NC2=O)c1C	.	0.0	.	.	-5	4	1	2
Cc1noc(C)c1S(=O)(=O)Nc1ccc2c(c1)CC(=O)N([C@@H](C)CO)C[C@H](C)[C@H](CN(C)Cc1ccc(-c3ccccc3)cc1)O2	.	-1.0	-5	6	4	3	-1	7
Next section:
SMILES	Cneo AK release	Xi reactivation	Statin myotox sup	PGC1a acetyl inh	S100A4 MyoIIA	ERAP1 inh	SIRT5 inh	LGR2 inh
C[C@H](CO)N1C[C@H](C)[C@H](CN(C)C(=O)Cc2ccccc2)OCCCC[C@H](C)Oc2ccc(N(C)C)cc2C1=O	3	0.2	-8	-1	6	2	4	-18
O=C(C[C@H]1C[C@@H]2c3cc(NC(=O)C4CCC4)ccc3O[C@@H]2[C@@H](CO)O1)NCc1cc(F)ccc1F	-3	0.5	3	2	-64	0	5	-14
Cn1cnc(S(=O)(=O)N2CCCCN3[C@H](CO)[C@@H](c4ccc(C#CC5CCCC5)cc4)[C@H]3C2)c1	1	0.4	-4	-9	-7	4	2	-1
O=C(C[C@@H]1C=C[C@@H](NC(=O)c2ccncc2)[C@@H](CO)O1)Nc1ccccc1	.	-0.5	.	1	1	-1	3	4

Compound profiles, from the list above. Values in the order: Cneo AK release	Xi reactivation	Statin myotox sup	PGC1a acetyl inh	S100A4 MyoIIA	ERAP1 inh	SIRT5 inh	LGR2 inh
Profile of C[C@H](CO)N1C[C@H](C)[C@H](CN(C)C(=O)Cc2ccccc2)OCCCC[C@H](C)Oc2ccc(N(C)C)cc2C1=O : 3	0.2	-8	-1	6	2	4	-18
Profile of Cn1cnc(S(=O)(=O)N2CCCCN3[C@H](CO)[C@@H](c4ccc(C#CC5CCCC5)cc4)[C@H]3C2)c1 : 1	0.4	-4	-9	-7	4	2	-1
Profile of O=C(C[C@@H]1C=C[C@@H](NC(=O)c2ccncc2)[C@@H](CO)O1)Nc1ccccc1 : .	-0.5	.	1	1	-1	3	4

Screening data (PubChem BioAssay)

Not all compounds are listed (hit frequency here may not be typical).
